NCI-60 one-dose screen, 48 h, at 10 µM unless noted. Numbers give growth in % (100 = growth as untreated, 0 = no growth, -100 = all killed).
MDA-MB-231 – MDA-MB-231 breast cancer. AID 1794789. 81,000 compounds, 5% hits
BT-549 – BT-549 breast cancer. 78,000 compounds, 4.4% hits
SR – SR leukemia cells | 73,000 compounds, 8.7% hits
T-47D – T-47D breast cancer | AID 1794792 | 79,000 compounds, 5% hits
MCF7 – MCF7 breast cancer; AID 1794796; 82,000 compounds, 6.3% hits
MDA-MB-468 – MDA-MB-468 breast cancer; 78,000 compounds, 8.5% hits
HS 578T – HS 578T breast cancer; 78,000 compounds, 4.1% hits
K-562 – K-562 leukemia. 78,000 compounds, 7.4% hits. AID 1794777
Numbers without * were called inactive; · = no result given; & = joins results of further samples. How the source made its calls: active means growth percent below 10; inactive means the rest.

| entry | molecule | MDA-MB-231 | BT-549 | SR | T-47D | MCF7 | MDA-MB-468 | HS 578T | K-562 |
| --- | --- | --- | --- | --- | --- | --- | --- | --- | --- |
| 1 | CC1SC(c2ccc([N+](=O)[O-])cc2)N(NC(=O)C(O)(c2ccccc2)c2ccccc2)C1=O (configuration not stated) | 94.5 | 83.5 | 94.7 | 95.7 | 117.1 | · | 91.9 | 87.0 |
| 2 | Cc1ccc(C(C)C)c2c1CCC2C (configuration not stated) | 102.1 | 94.5 | 102.2 | 96.3 | 98.2 | 103.4 | 100.9 | 90.3 |
| 3 | CCCCOC(=O)N1CCCC1 | 94.9 | · | 102.0 | 100.7 | 93.4 | 117.2 | 105.5 | 72.4 |
| 4 | O=S1(=O)CCN(Cc2cccnc2)CC1 | 116.9 | 87.1 | 110.3 | · | 94.6 | · | 99.9 | 135.8 |
| 5 | Cc1[nH]n(C(=O)c2ccncc2)c(=O)c1N=Nc1ccc(O)c(C(=O)O)c1 | 94.0 | · | 10.1 | 131.7 | 108.6 | 104.6 | 96.2 | 91.1 |
| 6 | N#Cc1ccc(/C=N/N=C(N)N)cc1 | 105.0 | 105.6 | 95.4 | 96.4 | 99.2 | · | · | 92.5 |
| 7 | Cn1c(=O)[nH]c2c(c(C(=O)O)nn2C)c1=O | 113.5 | · | 97.7 | 109.9 | 91.5 | 108.2 | 95.2 | 106.5 |
| 8 | Nc1nn2c(-c3ccc([N+](=O)[O-])cc3)ccnc2c1N=Nc1ccc(S(N)(=O)=O)cc1 | 99.9 | 121.0 | 98.7 | 103.9 | 91.5 | 101.6 | 110.2 | 106.4 |
| 9 | COc1cc2nc(N3CCCC3)nc(NCCc3ccccc3)c2cc1OC | 59.3 | 82.6 | · | 80.8 | 35.4 | 6.7* | 98.4 | -19.3* |
| 10 | Cc1ccc(-n2cnc3c(=O)[nH]cnc32)cc1 | 105.4 | 130.7 | · | 112.9 | 106.0 | · | 106.1 | 131.3 |
| 11 | COc1ccc(C(Cn2ccnc2)Sc2ccc(Cl)c(Cl)c2)cc1 (configuration not stated) | 79.1 | 73.2 | 97.4 | 79.3 | 79.6 | 63.0 | 112.0 | 56.2 |
| 12 | COC12C=C/C(=C(/C(=O)OCc3csc(SC)n3)C(=O)CCCCCCCCC3(OC)C=C/C(=C(/C(=O)OCc4cnc(SC)s4)C(=O)CCCCCCCC1)O3)O2 (configuration not stated) | 19.1 | 31.7 | 1.6* | 41.9 | 23.3 | 29.5 | 57.2 | 25.3 |
| 13 | COc1ccc(-c2cc(-c3cccc(Cl)c3)c(C#N)c(=O)[nH]2)c(OC)c1 | 101.5 | 85.9 | 110.8 | 97.8 | 88.7 | 113.0 | 74.4 | 98.2 |
| 14 | N#CCCN1N=C(c2ccc(Cl)cc2)OC(c2ccccc2)C1=O (configuration not stated) | 88.5 | 82.3 | 78.6 | 77.6 | 98.4 | 97.5 | 97.3 | 84.9 |
| 15 | O=C(Nc1cccnc1)c1ccc2ccc3ccc(C(=O)Nc4cccnc4)nc3c2n1 | 25.2 | 34.7 | 42.6 | 37.2 | 28.9 | -1.8* | 46.4 | 17.1 |
| 16 | CN(CCC(=O)c1ccc(Cl)cc1)Cc1ccccc1 | 121.4 | 101.2 | 81.9 | 98.2 | 94.0 | 93.0 | 94.1 | 106.2 |
| 17 | CC[C@H](Nc1ncnc2nc[nH]c12)c1nc2cccc(NCCCCCC(=O)O)c2c(=O)n1-c1ccccc1 | 97.3 | 89.9 | 91.5 | 81.5 | 92.7 | 85.8 | 97.1 | 83.8 |
| 18 | CN1CCN(Cc2ccc(NC(=O)c3cncc(C#Cc4cnc5ccc(OCC(C)(C)O)nn45)c3)cc2C(F)(F)F)CC1 | -11.1* | -20.1* | -7.5* | -17.6* | -66.3* | -40.2* | -36.9* | 8.6* |
| 19 | COc1cccc(-c2nc3sccn3c2-c2ccncn2)c1 | 98.9 | 111.5 | 82.8 | 98.3 | 66.5 | 98.1 | 101.7 | 94.5 |
| 20 | COc1cc2c(c(OC)c1OC)CCC(c1cccc(NC(=O)c3ccccc3Br)c1)O2 (configuration not stated) | 101.3 | 97.0 | 66.7 | 61.8 | 97.2 | 66.0 | 95.5 | 75.1 |
| 21 | CN(C)c1ccc(Cc2cc(-c3ccccc3)nn(C/C(=N/O)c3ccccc3)c2=O)cc1 | 54.0 | 61.2 | 46.3 | 11.8 | 29.1 | 57.1 | 83.1 | 29.5 |
| 22 | Oc1ccc(Nc2ccnc3cc(Cl)ccc23)cc1 | 100.2 | 91.7 | 55.7 | 93.2 | 80.5 | 105.7 | 100.2 | 68.1 |
| 23 | COc1c(O)c2c3c(c1OC)-c1ccccc1CC3N(S(=O)(=O)c1ccc(C)cc1)CC2 (configuration not stated) | 52.7 | · | 9.8* | 62.0 | 20.2 | 37.1 | 63.0 | 23.0 |
| 24 | Nc1c(C(=O)Nc2ccccc2-c2cn(CCCO)nn2)sc2nc3c(cc12)CCCCC3 | 54.7 | 37.1 | 54.4 | 59.2 | 82.4 | 82.6 | 67.7 | 77.8 |

Just MCF7, T-47D and MDA-MB-468 (2 entries from above):
cpd	SMILES	MCF7	T-47D	MDA-MB-468
19	COc1cccc(-c2nc3sccn3c2-c2ccncn2)c1	66.5	98.3	98.1
20	COc1cc2c(c(OC)c1OC)CCC(c1cccc(NC(=O)c3ccccc3Br)c1)O2 (configuration not stated)	97.2	61.8	66.0

Profiles, quoted from the list. Screens in order: MDA-MB-231, BT-549, SR, T-47D, MCF7, MDA-MB-468, HS 578T, K-562
`CN1CCN(Cc2ccc(NC(=O)c3cncc(C#Cc4cnc5ccc(OCC(C)(C)O)nn45)c3)cc2C(F)(F)F)CC1` across the screens: -11.1*, -20.1*, -7.5*, -17.6*, -66.3*, -40.2*, -36.9*, 8.6*
`CN(C)c1ccc(Cc2cc(-c3ccccc3)nn(C/C(=N/O)c3ccccc3)c2=O)cc1` across the screens: 54.0, 61.2, 46.3, 11.8, 29.1, 57.1, 83.1, 29.5
`COc1cccc(-c2nc3sccn3c2-c2ccncn2)c1` across the screens: 98.9, 111.5, 82.8, 98.3, 66.5, 98.1, 101.7, 94.5
`COc1c(O)c2c3c(c1OC)-c1ccccc1CC3N(S(=O)(=O)c1ccc(C)cc1)CC2` (configuration not stated) across the screens: 52.7, ·, 9.8*, 62.0, 20.2, 37.1, 63.0, 23.0

The listing continues.
| entry | molecule | MDA-MB-231 | BT-549 | SR | T-47D | MCF7 | MDA-MB-468 | HS 578T | K-562 |
| --- | --- | --- | --- | --- | --- | --- | --- | --- | --- |
| 25 | CCc1ccc(CNCC(O)c2ccccc2)cc1 (configuration not stated) | 47.0 | 90.1 | 3.9* | 72.0 | 29.8 | -1.1* | 93.3 | 22.0 |
| 26 | CC1(C)C(=O)/C(=C\c2ccccc2[N+](=O)[O-])C[C@]2(C)[C@H]3CC[C@@H]4[C@@H](C(=O)/C=C/c5ccccc5[N+](=O)[O-])CC[C@@]4(C)[C@]3(C)CC[C@@H]12 | 88.3 | 93.4 | 58.7 | 46.4 | 60.3 | 91.0 | 100.8 | 85.8 |
| 27 | O=[N+]([O-])c1ccccc1/C=N\Nc1ccccc1 | 65.0&74.1 | 97.8&91.1 | 51.8&98.5 | 57.9&48.2 | 69.4&66.3 | 89.3&66.3 | 118.1&90.3 | 40.2&37.9 |
| 28 | Cc1ccc2nc(NC(=O)CSc3nc(-c4coc5ccccc5c4=O)c(C#N)c(=O)[nH]3)sc2c1 | 83.3 | 91.9 | 100.5 | 84.4 | 77.6 | 103.0 | 91.9 | 102.4 |
| 29 | CC(C)N(CCOC(=O)Nc1ccc(Cl)cc1)C(C)C | 96.1 | 107.6 | 103.7 | 105.1 | 106.9 | 107.6 | 106.1 | 95.1 |
| 30 | CC(Cc1ccco1)C(=O)NC(N)=O (configuration not stated) | 110.4 | 105.7 | 100.1 | 114.2 | 101.9 | 95.7 | 109.2 | 110.2 |
| 31 | Cc1ccc(OCc2ccc(Br)cc2)cc1 | 115.5 | · | 113.4 | 108.2 | 95.2 | 96.3 | 131.1 | 110.5 |
| 32 | COc1cc(Cl)cc(-c2nn(C(=O)NCCN3CCCCC3)cc2-c2ccncc2)c1 | 110.3 | 102.7 | 97.4 | 103.6 | 100.2 | 106.9 | 101.1 | 100.8 |
| 33 | NC(=S)N/N=C/c1ccc(Cl)cc1Cl | 109.1 | 68.5 | 61.1 | 46.7 | 62.1 | 74.7 | 31.8 | 43.7 |
| 34 | COc1ccc2c(c1)[n+]([O-])c(C#N)c(NC(=O)c1ccco1)[n+]2[O-] | 92.3 | · | 87.4 | 91.5 | 90.8 | · | 92.5 | 92.8 |
| 35 | CCCC1=C(C(=O)OCC)C(c2cccc(C#N)c2)C(C(=O)OCC)=C(CCC)N1 | 91.6 | 85.1 | 68.0 | 67.6 | 74.6 | 79.3 | 81.3 | 68.7 |
| 36 | COc1ccc(-c2cc(-c3ccc(Nc4ncnc5cc(Cl)ccc45)cc3)nc(N3CCOCC3)n2)cc1OC | 89.8 | 103.7 | 104.5 | 81.9 | 77.8 | 107.0 | 75.4 | 96.2 |
| 37 | O=c1[nH]c2nc(Cl)nc(Cl)c2[nH]1 | 101.9 | 97.7 | 100.4 | 103.4 | 98.5 | 109.8 | 111.9 | 101.3 |
| 38 | CCOC(=O)c1cnnn1-c1cc(=O)n(CC)c2ccccc12 | 98.4 | 94.3 | 107.1 | · | 96.5 | 120.0 | 99.0 | · |
| 39 | COc1ccc(/C=N/c2n[nH]c(Nc3ccccc3)n2)cc1 | 104.6 | 104.2 | 103.1 | 103.7 | 96.4 | 111.5 | 103.0 | 99.3 |
| 40 | CC1=N[C@@H]2CN(C(=O)OC(C)(C)C)C[C@@H]2n2c1cc1ccccc1c2=O | 96.1 | 144.0 | 99.9 | 98.8 | 95.6 | 110.9 | 100.8 | 97.8 |
| 41 | O=c1oc2ccc3ccccc3c2cc1-c1cc(-c2ccc(-c3cc(-c4cc5c(ccc6ccccc65)oc4=O)nc(-c4cc5c(ccc6ccccc65)oc4=O)c3)cc2)cc(-c2cc3c(ccc4ccccc43)oc2=O)n1 | 103.1 | 109.0 | 86.7 | 93.1 | 93.1 | 113.5 | 107.8 | 97.6 |
| 42 | Cc1cc(=O)[nH]c2c1sc(=O)n2CCC(=O)O | 107.9 | 113.8 | · | 100.9 | 101.5 | 109.7 | 106.9 | 98.5 |
| 43 | NC(=O)c1nnn(Cc2ccccc2)c1N | 98.2 | 103.8 | 127.1 | 109.2 | 104.7 | · | 109.9 | 128.0 |
| 44 | CCC(C)[C@H](NC(=O)NC(=O)NC(=O)CI)C(=O)OC (some centres not stated) | 46.8 | · | -40.7* | 38.5 | 42.1 | 86.4 | 84.9 | 6.3* |
| 45 | Cc1ccc(NC(=O)NNC(=O)c2ccc(NC(=O)c3ccccn3)cc2)cc1 | 100.6 | 82.2 | 92.1 | 97.4 | 92.1 | 104.5 | 57.9 | 93.9 |
| 46 | CCOC(=O)c1sc2nc(-c3cc4ccccc4o3)cc(-c3ccc(Cl)cc3)c2c1N | 106.5 | 147.7 | 71.6 | 103.4 | 110.2 | · | 91.9 | 101.8 |
| 47 | CC(=O)c1ccc2c(c1)[nH]c1ccccc12 | 83.4 | 103.5 | 83.3 | 91.9 | 79.0 | 91.0 | 94.1 | 101.1 |
| 48 | CN(C)N1C2=C(C(=O)CC(C)(C)C2)C(c2ccccc2)c2c1nc(N)c(C#N)c2N (configuration not stated) | 84.7 | 96.2 | 70.2 | 77.5 | 80.6 | 80.9 | 96.7 | 83.9 |
| 49 | CCOC(=O)C1=C(C(=O)OCC)c2ccc(OC)c(OC)c2C1 | 94.5 | 94.7 | · | 92.9 | 102.6 | 104.1 | 128.7 | · |
| 50 | C=CCOC(CCl)CCl | 113.4 | 94.7 | 87.2 | 100.1 | 109.4 | 111.1 | · | 103.8 |
| 51 | Nc1cc2c3c(cccc3c1)C(=O)N(CCN1CCCC1)C2=O | 55.2 | 74.7 | -6.1* | 18.0 | 6.9* | 40.2 | 35.2 | 14.7 |
| 52 | CCN(Cc1cccc(S(=O)(=O)O)c1)c1ccc(C(=C2C=CC(=[N+](CC)Cc3cccc(S(=O)(=O)O)c3)C=C2)c2ccccc2)cc1 | 109.0&106.7 | 108.4 | 103.1 | 97.5&91.8 | 98.2&93.1 | 127.6&94.4 | 97.4&93.0 | 109.2&93.3 |
| 53 | COc1cc(-c2nc(C(=O)Nc3cccc(F)c3F)nn2-c2ccc(F)c(F)c2)cc(OC)c1OC | 53.0 | 81.9 | 64.0 | 44.1 | 59.2 | 71.2 | 64.4 | 81.3 |
| 54 | Cc1c(O)c(Br)c(Br)c(Br)c1Br | 103.4 | 101.5 | 103.4 | 101.7 | 88.4 | 110.7 | 104.4 | 115.6 |
| 55 | Cc1cc(N=Nc2ccc(N=Nc3ccc(N=Nc4ccc(O)c(C(=O)O)c4)cc3)c(S(=O)(=O)O)c2C)c(N)cc1N | 88.7 | 107.1 | 83.1 | 86.2 | 86.8 | 105.7 | 92.7 | 102.1 |
| 56 | O=C(Nc1ccc(OCc2ccccn2)c(Cl)c1)c1ccnnc1 | 101.4 | 99.9 | 113.3 | 100.3 | 98.8 | 102.3 | 113.2 | 111.6 |
| 57 | C/C(=N\NC(=S)Nc1ccccc1)c1nnn(-c2ccc(F)cc2)c1C | 57.2 | 103.3 | 31.7 | 64.1 | 55.6 | 78.6 | 100.3 | 51.1 |
| 58 | C=CCSCC1Nc2cc(Cl)c(S(N)(=O)=O)cc2S(=O)(=O)N1C (configuration not stated) | 99.5 | 107.2 | 102.4 | 92.5 | 102.3 | 101.0 | 105.0 | 110.9 |
| 59 | CC1Sc2ccc(C(=O)N(C)Cc3cccc(F)c3)cc2NC1=O (configuration not stated) | 96.0 | · | 99.1 | 95.2 | 100.3 | 101.6 | 117.6 | 105.3 |
| 60 | COc1ccc(-c2nn(-c3ccccc3)cc2/C=C2/SC(=S)N(CC(=O)O)C2=O)cc1 | 96.1 | 97.9 | 105.7 | 92.5 | 92.5 | 106.0 | 93.5 | 103.1 |
| 61 | O=C(N/N=C/c1ccc([N+](=O)[O-])o1)c1ccc(O)cc1 | 57.9 | 59.4 | · | 44.2 | 26.1 | 12.8 | · | · |
